M1 PAM parental = M1 PAM counterscreen hit in parental CHO-K1 cells; activation, % at 3 µM; ATP EC20, Fluo-8 calcium fluorescence; 0% at ATP EC20, 100% at ATP max; AID 602247; 0.02% of 360,000 active;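 active = activation above the run cutoff, the mean activation of all test compounds plus 3 SD, cut at about 40% in these data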;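 also: peak over basal fluorescence ratio in a 140 s read after ATP addition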
M5 PAM = potentiates acetylcholine response at human M5 receptor; P08912; CHO-K1 hM5, Fluo-8 calcium, ACh EC20 PAM; 0% = ACh EC20, 100% = ACh EC100; activation, % at 3 µM; AID 624038; 0.3% of 360,000 active;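 active = activation above the run cutoff, the mean activation of all test compounds plus 3 SD, cut at about 18% in these data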
Target sequence (P08912 whole entry, looked up): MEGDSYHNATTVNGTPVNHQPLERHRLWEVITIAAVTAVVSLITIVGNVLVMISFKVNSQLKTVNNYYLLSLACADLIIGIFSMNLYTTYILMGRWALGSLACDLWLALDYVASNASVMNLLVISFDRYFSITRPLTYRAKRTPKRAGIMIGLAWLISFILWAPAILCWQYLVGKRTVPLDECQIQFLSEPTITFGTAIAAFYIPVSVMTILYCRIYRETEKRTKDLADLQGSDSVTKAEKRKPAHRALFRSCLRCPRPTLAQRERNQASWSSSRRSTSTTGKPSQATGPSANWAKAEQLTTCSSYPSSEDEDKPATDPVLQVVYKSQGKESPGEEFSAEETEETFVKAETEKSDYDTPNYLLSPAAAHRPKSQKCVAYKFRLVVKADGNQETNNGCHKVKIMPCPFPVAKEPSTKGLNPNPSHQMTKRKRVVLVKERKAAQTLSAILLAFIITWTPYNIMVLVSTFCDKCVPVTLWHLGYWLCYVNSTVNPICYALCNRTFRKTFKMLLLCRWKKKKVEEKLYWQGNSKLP
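Measured by: Fluo-8 calcium fluorescence; material: human M5 receptor in CHO-K1 cells; schedule: Post-acetylcholine fluorescence recording 140 s; benchmarks: low control EC20 acetylcholine (0%), high control EC100 acetylcholine (100%); read-out: Max/basal fluorescence ratio as % of EC20–EC100 ACh window; compound: single dose, 3 µM nominal final test concentration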
CHO-K1 Ca antag = counter-screen for M1 antagonists: effect in parental CHO-K1 cells; ATP-induced calcium, Fluo-8 fluorescence; 0.6% of 360,000 active; inhibition, % at 3 µM;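 active = inhibition above a per-plate cutoff, the plate's mean sample inhibition plus 3 SD, cut at about 24% in these data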;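 also: 0% = DMSO plus EC80 ATP and 100% = DMSO alone without ATP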
M5 antag = antagonists of human muscarinic M5 receptor (CHRM5); CHO-hM5 cells, Fluo-8 calcium fluorescence, ACh EC80; inhibition, % at 3 µM; 0.59% of 360,000 active; P08912; AID 624040;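 active = inhibition above a per-plate cutoff, the mean of that plate's test compounds plus 3 SD, cut at about 27% in these data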;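 also: 0% = acetylcholine EC80 with DMSO and 100% = DMSO without agonist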
CHRM4 antagonist = CHRM4 antagonism in calcium assay; CHO-hM4 cells, ACh EC80, Fluo-8 calcium fluorescence; inhibition, % at 3 µM; 0.73% of 360,000 active;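 active = inhibition above its plate's cutoff, the mean inhibition of sample wells plus 3 SD, cut at about 27% in these data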;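 also: 0% = acetylcholine EC80 with DMSO and 100% = DMSO without agonist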
Target sequence (P08173 whole entry, looked up): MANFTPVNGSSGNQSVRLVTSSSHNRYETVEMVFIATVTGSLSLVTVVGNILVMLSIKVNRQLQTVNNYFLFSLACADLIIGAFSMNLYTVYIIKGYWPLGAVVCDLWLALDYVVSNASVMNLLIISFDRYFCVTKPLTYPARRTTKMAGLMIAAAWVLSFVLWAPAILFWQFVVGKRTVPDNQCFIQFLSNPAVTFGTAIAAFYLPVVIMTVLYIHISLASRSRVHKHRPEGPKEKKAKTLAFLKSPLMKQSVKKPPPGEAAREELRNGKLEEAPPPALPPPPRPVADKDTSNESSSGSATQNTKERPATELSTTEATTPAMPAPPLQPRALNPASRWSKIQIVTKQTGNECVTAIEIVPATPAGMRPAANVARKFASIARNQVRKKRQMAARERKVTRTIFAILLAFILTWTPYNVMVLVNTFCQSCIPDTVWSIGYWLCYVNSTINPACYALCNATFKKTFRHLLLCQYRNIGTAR
CHO-K1 Ca ag = nonselective activator or artifact in parental CHO-K1 cells. Fluo-8 calcium fluorescence; scaled to maximal ATP response, vehicle zero. activation, % at 3 µM. 0.48% of 360,000 active; in the data active = activation above about 15%;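 also: untransfected CHO-K1 host cells lacking M1 receptor as counterscreen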
CHRM4 PAM = potentiates acetylcholine response at human M4 receptor; 0.4% of 360,000 active; CHO-K1 hM4/Gqi5, Fluo-8 calcium fluorescence, ACh EC20; 0% = ACh EC20, 100% = maximal ACh; P08173; activation, % at 3 µM;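 active = activation above its plate's cutoff, the mean activation of sample wells plus 3 SD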; also: some results filed as inactive read as strong as hits
CHRM5 agonist = CHRM5 agonism in calcium assay. P08912. CHO-K1 hM5 cells, Fluo-8 calcium fluorescence; 0% DMSO wells, 100% maximal acetylcholine response. activation, % at 3 µM. 0.19% of 360,000 active;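 active = activation above the run's mean over test compounds plus 3 SD, cut at about 23% in these data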;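 also: signal is peak over basal fluorescence ratio across the kinetic read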
M4 ag = CHRM4 agonism in calcium assay. P08173. 0.14% of 360,000 active. CHO-K1 hM4/Gqi5, Fluo-8 calcium fluorescence; vehicle 0%, full acetylcholine response 100%. activation, % at 3 µM;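 active = activation above the run mean over all test wells plus 3 SD, cut at about 32% in these data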;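 also: peak over basal fluorescence ratio per well then scaled between controls; 0% = DMSO wells and 100% = acetylcholine at EC100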
* hit, by the source's call. Compounds as they come; overall some 2.7% were active at least once.

For O=C(NCCCc1ccccc1)c1cncc(Br)c1 the results were M1 PAM parental -1, M5 PAM -8, CHO-K1 Ca antag -9, M5 antag 3, CHRM4 antagonist 11, CHO-K1 Ca ag 4.5, CHRM4 PAM -11, CHRM5 agonist 1 and M4 ag 15.
Screening COCc1cc(C)nc(N)c1C#N returned M1 PAM parental 13, M5 PAM -1, CHO-K1 Ca antag 4, M5 antag -2, CHRM4 antagonist -8, CHO-K1 Ca ag 0.1, CHRM4 PAM 2, CHRM5 agonist -4 and M4 ag 1.
CCN1C(=O)N(CC)C2C1N(CO)C(=O)N2CO (centres undefined) was read as M1 PAM parental 12, M5 PAM 7, CHO-K1 Ca antag -3, M5 antag -9, CHRM4 antagonist 2, CHO-K1 Ca ag 0.2, CHRM4 PAM 2, CHRM5 agonist -3 and M4 ag 0.
`COC(=O)N1C(=O)[C@@](c2ccccc2)(C(C)C)N1C(=O)OC` gave M1 PAM parental -9, M5 PAM -3, CHO-K1 Ca antag -12, M5 antag 11, CHRM4 antagonist 19, CHO-K1 Ca ag 0.6, CHRM4 PAM 6, CHRM5 agonist 3 and M4 ag 1.
CSc1ccc(C2CC(=O)Nc3nc(SC)[nH]c(=O)c32)cc1 (centres undefined) was read as M1 PAM parental 14, M5 PAM -3, CHO-K1 Ca antag 1, M5 antag -2, CHRM4 antagonist -1, CHO-K1 Ca ag 0.0, CHRM4 PAM 7, CHRM5 agonist 0 and M4 ag -1.
For CCOc1ccccc1-c1nnc(SCC(=O)NC2CC2)n1CC the results were M1 PAM parental 3, M5 PAM 0, CHO-K1 Ca antag -4, M5 antag 1, CHRM4 antagonist -15, CHO-K1 Ca ag 0.4, CHRM4 PAM 9, CHRM5 agonist -7 and M4 ag 1.
For Cc1cc(C(=O)N2CCCC(N3CCN(c4cccc(C(F)(F)F)c4)CC3)C2)c(C)o1 (centres undefined) the results were M1 PAM parental 21, M5 PAM 0, CHO-K1 Ca antag -14, M5 antag -4, CHRM4 antagonist -5, CHO-K1 Ca ag 0.8, CHRM4 PAM 0, CHRM5 agonist -5 and M4 ag 2.
For O=C(NCc1cccnc1)c1ccc(CS(=O)(=O)c2ccc(Br)cc2)o1 the results were M1 PAM parental 16, M5 PAM -6, CHO-K1 Ca antag -9, M5 antag -2, CHRM4 antagonist -1, CHO-K1 Ca ag 3.8, CHRM4 PAM -6, CHRM5 agonist 5 and M4 ag 6.
For O=C(NNC1=NCCC1)c1cccc(S(=O)(=O)N2CCCCC2)c1 the results were M1 PAM parental 17, M5 PAM 6, CHO-K1 Ca antag -4, M5 antag -11, CHRM4 antagonist -4, CHO-K1 Ca ag -0.3, CHRM4 PAM 3, CHRM5 agonist -4 and M4 ag 1.
Fc1ccc(C2c3cccn3CCN2C(=S)Nc2cccc(Br)c2)cc1 (centres undefined) was read as M1 PAM parental 24, M5 PAM -4, CHO-K1 Ca antag -13, M5 antag 10, CHRM4 antagonist 4, CHO-K1 Ca ag 4.8, CHRM4 PAM -8, CHRM5 agonist 2 and M4 ag 6.
`O=C(NCc1ccccn1)c1c(O)c2c([nH]c1=O)CCCC2` gave M1 PAM parental 6, M5 PAM 3, CHO-K1 Ca antag -12, M5 antag 8, CHRM4 antagonist 3, CHO-K1 Ca ag -0.1, CHRM4 PAM 5, CHRM5 agonist 0 and M4 ag 1.
CSc1ccc(/C=N/NC(=O)CN2CCN(Cc3ccccc3Cl)CC2)cc1 was read as M1 PAM parental 15, M5 PAM 1, CHO-K1 Ca antag -8, M5 antag -4, CHRM4 antagonist -7, CHO-K1 Ca ag 1.8, CHRM4 PAM -9, CHRM5 agonist 0 and M4 ag 2.
Screening COc1ccc(C(=O)OCC(=O)c2ccc[nH]2)c(OC)c1 returned M1 PAM parental 2, M5 PAM 4, CHO-K1 Ca antag -5, M5 antag 9, CHRM4 antagonist -1, CHO-K1 Ca ag 0.6, CHRM4 PAM 1, CHRM5 agonist 2 and M4 ag 0.
COc1ccc(C(c2nnnn2C2CCCC2)N2CCC(C(N)=O)CC2)c(OC)c1 (centres undefined) was read as M1 PAM parental 18, M5 PAM 3, CHO-K1 Ca antag -8, M5 antag -2, CHRM4 antagonist -3, CHO-K1 Ca ag 0.4, CHRM4 PAM 9, CHRM5 agonist -4 and M4 ag 1.
`O=C(NCN1C(=O)C2C3C=CC(C3)C2C1=O)OC1CCCCC1` (centres undefined) gave M1 PAM parental 16, M5 PAM 0, CHO-K1 Ca antag -7, M5 antag -3, CHRM4 antagonist 15, CHO-K1 Ca ag 0.0, CHRM4 PAM 12, CHRM5 agonist 1 and M4 ag 1.
Screening CN(C)CCN(Cc1ccco1)C(=O)c1oc2ccccc2c1NC(=O)COc1ccccc1 returned M1 PAM parental -7, M5 PAM 2, CHO-K1 Ca antag -1, M5 antag 5, CHRM4 antagonist 9, CHO-K1 Ca ag 3.8, CHRM4 PAM -9, CHRM5 agonist -4 and M4 ag 14.
For O=C(Nc1cccc(S(=O)(=O)NC2=NCCC2)c1)c1ccc(F)cc1F the results were M1 PAM parental -1, M5 PAM -5, CHO-K1 Ca antag -12, M5 antag 9, CHRM4 antagonist 0, CHO-K1 Ca ag 1.8, CHRM4 PAM -1, CHRM5 agonist 6 and M4 ag 1.
For CCOc1ccccc1CNC(=O)CCCn1ncn2c(cc3occc32)c1=O the results were M1 PAM parental 3, M5 PAM -1, CHO-K1 Ca antag -1, M5 antag -2, CHRM4 antagonist -8, CHO-K1 Ca ag 1.7, CHRM4 PAM 6, CHRM5 agonist -1 and M4 ag 3.
`CCNC(=O)CC1C(=O)N(c2ccc(C)cc2)C(=O)N1Cc1ccccn1` (centres undefined) gave M1 PAM parental 13, M5 PAM 1, CHO-K1 Ca antag -20, M5 antag -6, CHRM4 antagonist -4, CHO-K1 Ca ag -0.2, CHRM4 PAM 4, CHRM5 agonist 1 and M4 ag 7.
`CC1CCCCN1S(=O)(=O)c1ccc(S(=O)(=O)N2CCN(c3ccccc3)CC2)cc1` (centres undefined) gave M1 PAM parental -2, M5 PAM -5, CHO-K1 Ca antag 6, M5 antag 9, CHRM4 antagonist -9, CHO-K1 Ca ag 0.3, CHRM4 PAM 3, CHRM5 agonist -3 and M4 ag 0.
`CN(C)/C=N/c1[nH]ncc1C#N` gave M1 PAM parental 10, M5 PAM 2, CHO-K1 Ca antag 2, M5 antag 7, CHRM4 antagonist 1, CHO-K1 Ca ag -0.2, CHRM4 PAM 7, CHRM5 agonist 0 and M4 ag 1.
`COc1ccc(-c2ccc(=O)n(Cc3cccc(Cl)c3)n2)cc1` gave M1 PAM parental -10, M5 PAM -6, CHO-K1 Ca antag 4, M5 antag 24, CHRM4 antagonist 6, CHO-K1 Ca ag 5.0, CHRM4 PAM -4, CHRM5 agonist 1 and M4 ag 5.
For Cn1c(SCc2ccccc2)nnc1-c1ccco1 the results were M1 PAM parental 16, M5 PAM 4, CHO-K1 Ca antag 4, M5 antag 2, CHRM4 antagonist -1, CHO-K1 Ca ag 0.0, CHRM4 PAM 4, CHRM5 agonist -7 and M4 ag 1.
For COc1ccc2c(C)cc(=O)oc2c1 the results were M1 PAM parental 0, M5 PAM 0, CHO-K1 Ca antag 1, M5 antag -4, CHRM4 antagonist -4, CHO-K1 Ca ag -0.1, CHRM4 PAM 0, CHRM5 agonist 0 and M4 ag 0.

Random excerpt: two compounds from above, in no set order.
Screening COc1ccc(C(=O)OCC(=O)c2ccc[nH]2)c(OC)c1 returned M1 PAM parental 2, M5 PAM 4, CHO-K1 Ca antag -5, M5 antag 9, CHRM4 antagonist -1, CHO-K1 Ca ag 0.6, CHRM4 PAM 1, CHRM5 agonist 2 and M4 ag 0.
COc1ccc(C(c2nnnn2C2CCCC2)N2CCC(C(N)=O)CC2)c(OC)c1 (centres undefined) was read as M1 PAM parental 18, M5 PAM 3, CHO-K1 Ca antag -8, M5 antag -2, CHRM4 antagonist -3, CHO-K1 Ca ag 0.4, CHRM4 PAM 9, CHRM5 agonist -4 and M4 ag 1.

Following part:
`O=C(O)c1cc(-c2ccco2)[nH]n1` gave M1 PAM parental 21, M5 PAM 1, CHO-K1 Ca antag -3, M5 antag 0, CHRM4 antagonist 6, CHO-K1 Ca ag 1.3, CHRM4 PAM 9, CHRM5 agonist -2 and M4 ag 2.
`COc1ccc(S(=O)(=O)N2CCCCCC2)cc1C(=O)N(C)CC(=O)Nc1cc(C)ccc1C` gave M1 PAM parental 0, M5 PAM -5, CHO-K1 Ca antag -4, M5 antag 6, CHRM4 antagonist -4, CHO-K1 Ca ag 0.5, CHRM4 PAM -2, CHRM5 agonist -4 and M4 ag 5.
For COc1ccc(N2CCN(C(=O)CCc3ccccc3)CC2)cc1 the results were M1 PAM parental 13, M5 PAM -4, CHO-K1 Ca antag -5, M5 antag -2, CHRM4 antagonist -7, CHO-K1 Ca ag 0.1, CHRM4 PAM -2, CHRM5 agonist -4 and M4 ag 3.
For Cc1c(Br)c([N+](=O)[O-])nn1CC(=O)NCc1ccccc1 the results were M1 PAM parental 9, M5 PAM 5, CHO-K1 Ca antag -14, M5 antag 2, CHRM4 antagonist 0, CHO-K1 Ca ag 0.2, CHRM4 PAM -3, CHRM5 agonist -5 and M4 ag 1.
Screening O=C1NCCN1CCNS(=O)(=O)c1ccc2ccccc2c1 returned M1 PAM parental 0, M5 PAM -7, CHO-K1 Ca antag 8, M5 antag 6, CHRM4 antagonist 1, CHO-K1 Ca ag 0.1, CHRM4 PAM 5, CHRM5 agonist -3 and M4 ag 0.
Cc1ccc(NC(=O)c2cccc(S(=O)(=O)N(C)C3CCCCC3)c2)nc1 was read as M1 PAM parental 6, M5 PAM -14, CHO-K1 Ca antag -12, M5 antag 5, CHRM4 antagonist -5, CHO-K1 Ca ag 1.8, CHRM4 PAM 0, CHRM5 agonist -7 and M4 ag 8.
`CCC(=O)N(C)/C=C1\Sc2ccccc2C1=O` gave M1 PAM parental 14, M5 PAM 1, CHO-K1 Ca antag -7, M5 antag -1, CHRM4 antagonist -6, CHO-K1 Ca ag 1.3, CHRM4 PAM 7, CHRM5 agonist 1 and M4 ag 2.
`Fc1ccc2c(c1)[C@H]1OCC[C@H]1[C@@H](c1ccco1)N2` gave M1 PAM parental -6, M5 PAM 2, CHO-K1 Ca antag 2, M5 antag -3, CHRM4 antagonist 1, CHO-K1 Ca ag 1.5, CHRM4 PAM 5, CHRM5 agonist -3 and M4 ag 0.
Screening O=C(Cn1nc(Cl)nc1Cl)c1ccc(F)cc1 returned M1 PAM parental 3, M5 PAM 3, CHO-K1 Ca antag -12, M5 antag -2, CHRM4 antagonist 0, CHO-K1 Ca ag 0.1, CHRM4 PAM 1, CHRM5 agonist -2 and M4 ag 0.
O=C(Nc1cccn(Cc2ccccc2Cl)c1=O)NC1CCCCC1 was read as M1 PAM parental 8, M5 PAM 0, CHO-K1 Ca antag -5, M5 antag 0, CHRM4 antagonist 8, CHO-K1 Ca ag 4.7, CHRM4 PAM -10, CHRM5 agonist -5 and M4 ag 1.
Cc1ccc(NC(=O)COc2nc(C)cs2)cc1 was read as M1 PAM parental 5, M5 PAM 1, CHO-K1 Ca antag -6, M5 antag 2, CHRM4 antagonist 12, CHO-K1 Ca ag 0.2, CHRM4 PAM 2, CHRM5 agonist 0 and M4 ag 0.
Screening CCOC(=O)[C@]12CCCC=C1N(Cc1cccc3ccccc13)C(=O)[C@H](CC(=O)NCC13CC4CC(CC(C4)C1)C3)C2 returned M1 PAM parental -9, M5 PAM -7, CHO-K1 Ca antag -7, M5 antag 1, CHRM4 antagonist -5, CHO-K1 Ca ag 0.2, CHRM4 PAM -2, CHRM5 agonist 1 and M4 ag -1.

Screens as filed in PubChem BioAssay.
